# STEP inh: STEP (human) phosphatase inhibition | P54829 | recombinant STEP, OMFP fluorogenic substrate, fluorescence | inhibition, % at 20 µM | 0.25% of 360,000 active;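 active = inhibition at 20 µM, scaled per plate between control wells, above about 37%, limit read from the data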;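 note: 0% = DMSO with enzyme and substrate and 100% = substrate only without enzyme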
#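 medium = Bis-Tris buffer pH 6.0, 2.5 mM DTT, 0.005% Tween 20 | test system = STEP (striatal-enriched tyrosine phosphatase) enzyme, cell-free | measure = normalized % inhibition | compound dosing = 20 µM, 1% DMSO | also added = 25 µM OMFP | schedule = reaction 20 min, ambient temperature | measured by = fluorescence read at 480 nm ex / 540 nm em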
# SUMO1-SIM PPI: modulators of human SUMO1-mediated protein-protein interactions. AID 602429. P63165. SUMO1 binding to a labelled peptide, TR-FRET, 1 h. 0.33% of 360,000 active. inhibition, % at 20 µM; in the data active = inhibition above about 37%
# Target sequence (P63165 whole entry, looked up): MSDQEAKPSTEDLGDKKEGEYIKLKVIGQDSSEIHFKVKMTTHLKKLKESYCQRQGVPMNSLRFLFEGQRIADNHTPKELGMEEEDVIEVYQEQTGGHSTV
# CSN deneddyl inh: CSN deneddylation inhibition. inhibition, % at 12.5 µM. 0.38% of 360,000 active. Purified CSN, SCF-Nedd8-OG deneddylation, fluorescence polarization. AID 651999. Q92905;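 active = pattern-corrected inhibition above about 35%, with an unprinted fluorescence ratio check between 0.5 and 1.5, limit read from the data, passing the limit was not always enough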;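 note: 0% = enzyme with substrate and 100% = substrate without enzyme; some results filed as inactive read as strong as hits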
# Target sequence (Q92905 whole entry, looked up, one chain of several): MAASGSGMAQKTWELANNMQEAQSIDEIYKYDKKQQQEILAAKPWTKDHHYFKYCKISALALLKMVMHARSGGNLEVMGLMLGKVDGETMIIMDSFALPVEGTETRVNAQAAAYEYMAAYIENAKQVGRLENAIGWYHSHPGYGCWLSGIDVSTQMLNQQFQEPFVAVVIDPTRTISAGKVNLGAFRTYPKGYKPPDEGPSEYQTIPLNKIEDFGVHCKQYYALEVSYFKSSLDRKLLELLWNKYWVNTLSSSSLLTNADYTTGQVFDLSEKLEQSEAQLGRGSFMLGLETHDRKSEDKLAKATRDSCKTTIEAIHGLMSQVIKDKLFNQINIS
#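 Material: human Csn5 produced in HEK293T cells; Input: enzyme 0.24 nM; Reagent: SCFSkp2-Nedd8OG substrate at 10 nM final; Dosing: 12.5 µM compound; Incubation: 90 min reaction at room temperature; Detection: fluorescence polarization of the substrate; Evaluation: % inhibition of substrate cleavage by Csn5; Control set: substrate-only high control, full reaction low control.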
# Rpn11 block: Rpn11 (human) deubiquitinase inhibition. O00487. human 26S proteasome, Ub4-pepOG fluorescence polarization; 20S core pre-blocked with epoxomicin. calls only at 20 µM. 0.59% of 360,000 active;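 active = inhibition at 20 µM, scaled to each plate's controls, above about 33%, limit read from the data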
# Target sequence (O00487 whole entry, looked up): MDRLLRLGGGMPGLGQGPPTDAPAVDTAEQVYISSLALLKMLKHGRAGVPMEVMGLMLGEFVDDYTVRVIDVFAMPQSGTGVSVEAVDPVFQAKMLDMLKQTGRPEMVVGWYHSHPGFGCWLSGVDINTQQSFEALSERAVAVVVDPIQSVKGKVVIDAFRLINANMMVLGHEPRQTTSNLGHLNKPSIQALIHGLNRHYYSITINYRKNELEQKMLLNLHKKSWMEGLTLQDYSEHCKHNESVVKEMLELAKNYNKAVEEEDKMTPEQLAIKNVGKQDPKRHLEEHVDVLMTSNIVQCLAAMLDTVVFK
# DNMT1 block: blocks human DNA methyltransferase DNMT1; inhibition (reported as % activation of signal), % at 10 µM; DNMT1 molecular beacon, Hinp1I cleavage, fluorescence; AID 588458; 0.83% of 360,000 active; P26358; in the data active = inhibition above about 50%
# Scp1 inh: Scp-1 (human) phosphatase inhibition. Q9GZU7. Recombinant Scp1, phosphopeptide, malachite green phosphate absorbance. inhibition, % at 20 µM. 0.88% of 340,000 active;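 active = inhibition above about 50% at 20 µM, limit read from the data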;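 note: plate controls were DMSO wells with enzyme for no effect and wells lacking enzyme for full effect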
# Target sequence (Q9GZU7 76-261 limits assumed): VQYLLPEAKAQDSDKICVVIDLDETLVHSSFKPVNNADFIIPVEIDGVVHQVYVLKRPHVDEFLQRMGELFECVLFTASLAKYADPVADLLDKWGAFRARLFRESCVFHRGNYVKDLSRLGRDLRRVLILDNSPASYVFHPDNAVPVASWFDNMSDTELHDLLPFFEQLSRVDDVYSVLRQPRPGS
#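 Test system: SCP-1 catalytic domain; Buffer or medium: Acidic Tris acetate buffer with magnesium and detergent; Also added: Phosphorylated 17-residue peptide substrate; Compound: single 20 µM dose, 1% DMSO; Schedule: enzyme reaction 45 min at room temperature, colour 5 min, stabilisation 30 min; Signal: Phosphate-binding colour reagent, absorbance read at 630 nm.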
# NadD block: NadD (S. aureus) enzyme inhibition | purified NadD enzyme, colorimetric absorbance read-out | inhibition, % at 20 µM | 0.78% of 360,000 active | AID 602399; in the data active = inhibition above about 26%; note: some compounds past the cut are filed as inactive
# LMPTP inh: blocks human LMPTP phosphatase; P24666; recombinant LMPTP-A, OMFP fluorogenic substrate, fluorescence intensity; inhibition, % at 20 µM; 0.22% of 360,000 active;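 active = compounds that cut the enzyme signal by at least half of the control window in the single-dose screen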;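 note: plate controls were DMSO wells with enzyme plus substrate for no effect and substrate without enzyme for full effect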
#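 material = LMPTP-A | quantity = 0.625 nM enzyme | reagent = OMFP substrate, 400 µM final | buffer or medium = Bis-Tris pH 6.0, DTT, detergent | detection = endpoint fluorescence intensity from OMFP dephosphorylation | dosing = single 20 µM dose | read-out basis = % inhibition relative to no-enzyme and uninhibited control wells | control set = no-enzyme and uninhibited controls | timing = 50 min at room temperature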
# MsrA inhibitor: inhibitors of bovine MsrA | purified bovine MsrA, absorbance read-out | inhibition, % at 15.5 µM | 0.75% of 360,000 active; in the data active = inhibition above about 4.5%;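 note: 0% = vehicle wells with enzyme and 100% = reference inhibitor wells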
# TbMetRS inhib: blocks T. brucei methionyl-tRNA synthetase activity; purified T. brucei MetRS, ATP depletion, Kinase-Glo luminescence; inhibition, % at 11.9 µM; 0.4% of 360,000 active;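 active = inhibition above a per-plate cutoff of the control wells' mean inhibition plus 3 SD, cut at about 5.5% in these data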;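 note: 0% = DMSO wells median and 100% = median of wells with control inhibitor compound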
#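 Test system: purified T. brucei MetRS enzyme. Also added: ATP, methionine and E. coli bulk tRNA substrates. Compound: 11.9 µM single point. Schedule: 15 min enzyme-compound preincubation, 2 h reaction, 10 min detection, 25 °C. Signal: luciferase luminescence of residual ATP, Kinase-Glo. Evaluation: percent inhibition versus plate control medians. Controls: DMSO wells, low control.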
# * marks the source's active call; other numbers are inactive results; i = inactive; . = no result given.
1	CCCCn1c(N)c(N(CC(C)C)C(=O)C2=NN(c3ccccc3)C(=O)CC2)c(=O)[nH]c1=O
2	CC(=O)N1CCN(S(=O)(=O)c2cccc(C(=O)NC3CCCc4ccccc43)c2)CC1 (centres undefined)
3	C[C@@H]1C(=O)N(c2ccccc2)[C@@H]1c1ccncc1
4	COc1cc(C(=O)Nc2ccc(S(=O)(=O)N3CCCCC3)cc2)ccc1OCC(=O)N1CCOCC1
5	N#Cc1c(N)nc2c(c1-c1cccnc1)CCCCC2
6	Cc1ccc(S(C)(=O)=NC(=O)c2cc(C)on2)cc1 (centres undefined)
7	O=C1CN(C(=O)COC(=O)[C@@H]2CCCN2S(=O)(=O)c2ccc(Cl)cc2)c2ccccc2N1
8	COC(=O)C(CC(=O)O)NCc1ccco1 (centres undefined)
9	Cc1cccc(NC(=O)c2sc3ncn(CC(=O)N4CCN(c5ccccn5)CC4)c(=O)c3c2C)c1
10	CCCCn1c(N)c(N(CCC(C)C)C(=O)c2cc(Cl)nc3ccccc23)c(=O)[nH]c1=O
Assay by compound	1	2	3	4	5	6	7	8	9	10
STEP inh	-1	11	1	-3	1	-1	1	-2	-1	-2
SUMO1-SIM PPI	0	0	-4	5	-1	4	-17	1	-17	0
CSN deneddyl inh	5	19	1	0	-2	-1	1	-3	-3	6
Rpn11 block	i	i	i	i	i	i	i	i	i	i
DNMT1 block	-1	1	0	0	-5	0	3	1	-7	-3
Scp1 inh	-7	1	-4	-7	-10	0	-3	-12	-3	0
NadD block	2	0	-2	1	7	-1	-1	-3	16	1
LMPTP inh	-0.6	-1.0	1.2	0.4	-0.5	-1.4	-2.4	-1.5	3.4	-1.1
MsrA inhibitor	0.5	-0.8	-0.1	0.2	2.6	0.4	0.3	0.7	-0.2	-0.8
TbMetRS inhib	-0.3	0.0	0.4	0.1	0.3	-0.5	-0.4	-0.1	-0.3	-0.7

# Another view of part of the listing above.
# Sequence of screens – STEP inh	SUMO1-SIM PPI	CSN deneddyl inh	Rpn11 block	DNMT1 block	Scp1 inh	NadD block	LMPTP inh	MsrA inhibitor	TbMetRS inhib
(2) CC(=O)N1CCN(S(=O)(=O)c2cccc(C(=O)NC3CCCc4ccccc43)c2)CC1 (centres undefined)
→ 11	0	19	i	1	1	0	-1.0	-0.8	0.0
(3) C[C@@H]1C(=O)N(c2ccccc2)[C@@H]1c1ccncc1
→ 1	-4	1	i	0	-4	-2	1.2	-0.1	0.4
(4) COc1cc(C(=O)Nc2ccc(S(=O)(=O)N3CCCCC3)cc2)ccc1OCC(=O)N1CCOCC1
→ -3	5	0	i	0	-7	1	0.4	0.2	0.1
(5) N#Cc1c(N)nc2c(c1-c1cccnc1)CCCCC2
→ 1	-1	-2	i	-5	-10	7	-0.5	2.6	0.3
(6) Cc1ccc(S(C)(=O)=NC(=O)c2cc(C)on2)cc1 (centres undefined)
→ -1	4	-1	i	0	0	-1	-1.4	0.4	-0.5
(7) O=C1CN(C(=O)COC(=O)[C@@H]2CCCN2S(=O)(=O)c2ccc(Cl)cc2)c2ccccc2N1
→ 1	-17	1	i	3	-3	-1	-2.4	0.3	-0.4
(8) COC(=O)C(CC(=O)O)NCc1ccco1 (centres undefined)
→ -2	1	-3	i	1	-12	-3	-1.5	0.7	-0.1
(9) Cc1cccc(NC(=O)c2sc3ncn(CC(=O)N4CCN(c5ccccn5)CC4)c(=O)c3c2C)c1
→ -1	-17	-3	i	-7	-3	16	3.4	-0.2	-0.3
(10) CCCCn1c(N)c(N(CCC(C)C)C(=O)c2cc(Cl)nc3ccccc23)c(=O)[nH]c1=O
→ -2	0	6	i	-3	0	1	-1.1	-0.8	-0.7

# Going on with the list.
11	O=C1[C@H](Cc2ccccc2)NCCCC[C@H](c2ccco2)N1Cc1ccccc1
12	Cc1ccc(Cl)cc1N1CCN(S(=O)(=O)c2ccc3c(c2)oc(=O)n3C)CC1
13	Cc1ccc2nc(Cl)c(/C=C/C(=O)c3ccco3)cc2c1
14	CCC(=O)Nc1cc(C(F)(F)F)ccc1N1CCCC1
15	COc1ccc2c(=O)cc(-c3ccccc3F)oc2c1
16	COc1ccc(-n2cc(-c3ccccc3)c3c(=O)[nH]cnc32)cc1
17	C[C@H]1CN([C@@H](C)CO)C(=O)c2cc(-c3ccccc3F)cnc2O[C@H]1CN(C)C(=O)C1CCOCC1
18	CCOc1ccc(Br)cc1C(=S)N1CCCC1
19	CCOc1ccc(OCC(O)CNC2CCN(Cc3ccccc3)CC2)cc1 (centres undefined)
20	Cc1noc(C)c1COc1cccc(C(=O)NCc2ccccc2Cl)c1
Assay by compound	11	12	13	14	15	16	17	18	19	20
STEP inh	1	2	38	0	-1	-2	-1	1	-1	-5
SUMO1-SIM PPI	-1	-4	-3	3	3	13	2	7	-3	18
CSN deneddyl inh	-3	-4	21	3	-1	3	-3	5	-8	-1
Rpn11 block	i	i	i	i	i	i	i	i	i	i
DNMT1 block	0	5	3	0	-4	2	1	-3	-1	-1
Scp1 inh	-4	-13	31	-9	-14	-1	.	-6	1	-5
NadD block	1	23	23	-9	-7	2	-2	1	-6	-1
LMPTP inh	1.5	1.9	18	-1.6	0.1	-0.1	-1.6	-0.1	-0.6	0.8
MsrA inhibitor	0.5	0.0	-0.3	-0.2	-1.4	-1.0	1.0	-0.6	-1.2	-1.7
TbMetRS inhib	-0.3	0.3	-0.9	-0.2	0.4	-1.6	-1.9	-0.8	0.0	-1.1

21	COc1cccc(C(=O)OCC(=O)NCCc2ccccc2)c1OC
22	O=C(Nc1cccc(-n2cccn2)c1)C1CCCN(Cc2ccc(C#CCCO)cc2)C1 (centres undefined)
23	CCOC(=O)CCCNC(=O)CCNC(=O)c1ccc(OCC)cc1
24	CCCNC(=S)N1CCC(NC(=O)c2cccc(C)c2)CC1
25	CC1C(=NO)C(C)C(c2ccc(N(C)C)cc2)NC1c1ccc(N(C)C)cc1 (centres undefined)
26	COc1ccccc1CNC(=O)C1CCCN(S(=O)(=O)c2ccc3c(c2)CC(C)N3C(C)=O)C1 (centres undefined)
27	N#CC1=C2N=C(N)c3ccccc3N2C2=C(C(=O)CCC2)C1c1ccc(Cl)cc1 (centres undefined)
28	CC(=O)C1CCC2C3CCC4=CC(=O)CCC4(C)C3(F)C(O)CC12C (centres undefined)
29	CC1(C)CC(=O)C/C(=N\NC(=S)NCc2ccccc2)C1
30	COc1ccc(OCC(=O)NCC(c2ccc(OC)cc2)N2CCCCC2)cc1 (centres undefined)
Assay by compound	21	22	23	24	25	26	27	28	29	30
STEP inh	0	0	-2	0	-2	-1	-3	1	1	0
SUMO1-SIM PPI	-4	19	5	2	1	0	1	-3	2	2
CSN deneddyl inh	1	2	0	1	2	-7	1	1	8	4
Rpn11 block	i	i	i	i	i	i	i	i	i	i
DNMT1 block	0	-3	9	11	4	3	-6	5	-2	-2
Scp1 inh	-4	-5	-6	2	-5	2	7	-10	1	-5
NadD block	-6	0	7	5	3	5	14	0	4	-4
LMPTP inh	-1.4	0.4	-1.9	-2.7	0.1	-2.6	1.6	-1.4	0.5	0.0
MsrA inhibitor	0.8	0.1	-0.8	0.6	3.1	-0.6	0.7	-0.1	-0.8	-1.0
TbMetRS inhib	-0.3	-0.1	0.3	-1.0	-0.3	-0.3	0.4	-0.2	-0.1	-0.2

31	CC(NC(=O)c1ccccc1Cl)C(=O)NCc1cccs1 (centres undefined)
32	COc1cccc(C2N=C(c3ccccc3C)NO2)c1OC (centres undefined)
33	CCOC(=O)C1(C)CCCCN1C(=O)c1ccnc(Cl)c1 (centres undefined)
34	CN(Cc1ccc(C(C)(C)C)cc1)C(=O)Cc1ccc(S(=O)(=O)N2CCOCC2)s1
35	COc1ccc(CCNC2CC(=O)N(CCc3ccc(OC)c(OC)c3)C2=O)cc1OC (centres undefined)
36	CC1(C(=O)NS(=O)(=O)c2cccc(F)c2)CCN1C(=O)Cc1ccccc1Cl (centres undefined)
37	COc1ccc(N2C(=O)CC(Sc3nc(C)c4c(n3)CCCC4)C2=O)cc1 (centres undefined)
38	Cc1ccc(S(=O)(=O)N2C[C@@H](C)[C@]3(C2)[C@H](O)[C@H](OC(=O)Nc2c(C)noc2C)C[C@H]2C(=O)N(c4ccccc4)C(=O)[C@H]23)cc1
39	CC12CCC(=O)N1C(C(=O)NNC(=O)c1ccccc1Cl)CS2 (centres undefined)
40	O=[N+]([O-])c1ccc(C(O)C[n+]2ccccc2)cc1 (centres undefined)
41	CCOC(=O)C1(Cc2cccc(Cl)c2)CCCN(C(=O)c2ccco2)C1 (centres undefined)
Assay by compound	31	32	33	34	35	36	37	38	39	40	41
STEP inh	0	-2	-2	2	1	1	-4	2	-3	-1	0
SUMO1-SIM PPI	-2	-2	-3	1	0	3	-4	0	2	-23	4
CSN deneddyl inh	-3	-1	4	-2	-1	0	-5	3	-5	3	-6
Rpn11 block	i	i	i	i	i	i	i	i	i	i	i
DNMT1 block	1	0	6	71*	-4	3	-3	4	2	-10	2
Scp1 inh	-4	1	.	-13	-2	.	-18	.	-5	96*	-5
NadD block	-5	-2	-1	-6	0	-11	-7	4	1	13	-4
LMPTP inh	-0.3	1.0	0.9	1.2	0.7	-2.0	-1.8	-2.2	0.6	-1.4	0.2
MsrA inhibitor	-1.6	-0.5	0.0	-1.1	0.3	0.8	0.3	0.1	-0.3	.	0.6
TbMetRS inhib	-0.4	-1.4	-0.3	-0.4	-0.6	-0.1	0.1	-0.8	-0.4	-0.3	-0.2

# From PubChem
